# Screening results from PubChem BioAssay.
# BAP1 block: human BAP1 deubiquitinase inhibition; recombinant BAP1, Ub-AMC hydrolysis fluorescence kinetic; hits give low values; activity remaining (% of control), % at 20 µM; hit rate 0.48% among 72,000;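 active = activity remaining at or below 50% of control, provided the compound also passes the data quality filters; inactive = the rest, including low values that fail the filters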;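 also: 100% = DMSO wells rate and 0% = substrate alone blank rate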
# Target sequence (Q92560 whole entry, looked up): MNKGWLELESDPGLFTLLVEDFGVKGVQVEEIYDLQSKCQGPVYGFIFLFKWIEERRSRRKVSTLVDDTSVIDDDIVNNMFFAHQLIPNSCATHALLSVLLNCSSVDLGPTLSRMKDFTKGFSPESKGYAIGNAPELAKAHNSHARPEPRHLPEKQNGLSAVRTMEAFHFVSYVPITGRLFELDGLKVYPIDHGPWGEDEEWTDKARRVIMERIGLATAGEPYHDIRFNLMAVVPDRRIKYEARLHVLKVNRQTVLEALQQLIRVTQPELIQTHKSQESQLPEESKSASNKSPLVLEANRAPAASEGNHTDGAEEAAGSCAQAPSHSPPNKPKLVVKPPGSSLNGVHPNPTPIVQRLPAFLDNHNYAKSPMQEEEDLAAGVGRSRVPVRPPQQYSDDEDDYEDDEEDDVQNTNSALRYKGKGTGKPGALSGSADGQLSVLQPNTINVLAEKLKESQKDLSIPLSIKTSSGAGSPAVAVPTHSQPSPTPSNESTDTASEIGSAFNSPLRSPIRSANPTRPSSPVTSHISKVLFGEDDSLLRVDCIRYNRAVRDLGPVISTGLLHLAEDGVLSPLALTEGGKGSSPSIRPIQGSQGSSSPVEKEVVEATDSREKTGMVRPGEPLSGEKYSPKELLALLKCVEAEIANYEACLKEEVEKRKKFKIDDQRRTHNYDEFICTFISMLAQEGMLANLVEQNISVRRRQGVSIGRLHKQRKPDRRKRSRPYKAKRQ
# HePTP inhibitor: human HePTP phosphatase inhibition; P35236; recombinant HePTP phosphatase activity, OD absorbance; inhibition, % at 20 µM; hit rate 0.64% among 110,000; AID 521; in the data active = inhibition above about 50%;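 also: plate controls were vehicle for no effect and reference inhibitor for full effect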
# Target sequence (P35236 whole entry, looked up): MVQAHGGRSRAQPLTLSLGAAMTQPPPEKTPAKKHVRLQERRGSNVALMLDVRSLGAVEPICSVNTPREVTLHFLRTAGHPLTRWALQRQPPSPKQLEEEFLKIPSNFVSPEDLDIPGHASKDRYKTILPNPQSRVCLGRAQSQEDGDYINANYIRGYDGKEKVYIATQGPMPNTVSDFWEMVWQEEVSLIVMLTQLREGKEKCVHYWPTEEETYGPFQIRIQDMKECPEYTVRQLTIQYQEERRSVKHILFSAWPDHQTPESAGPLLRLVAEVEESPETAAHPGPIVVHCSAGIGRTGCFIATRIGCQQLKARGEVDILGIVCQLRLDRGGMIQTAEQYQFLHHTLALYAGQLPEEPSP
# The depositor's hits bear a star; / = no result given; & = joins results of further samples.
SMILES,BAP1 block,HePTP inhibitor
O=C(CN1CCOCC1)n1c2ccccc2c2ccccc21,89.2,8.6
c1csc(-c2nn3c(Cn4cnc5ccccc54)nnc3s2)c1,71.5,8.5
Cn1c(=O)[nH]c(=O)c2c1nc(NCCCn1ccnc1)n2CCOc1ccccc1,94.9,6.9
COc1ccc(C)cc1NC(=O)c1cc2ccccc2o1,633.6,-4.3
CCN(CC(=O)Nc1c(C(=O)OC)[nH]c2ccc(C)cc12)c1ccc2c(c1)OCO2,74.1,2.6
Cc1nn(CC(O)Cn2cnc3c2c(=O)n(C)c(=O)n3C)c(C)c1Br (stereo not drawn),102.9,/
CC1=CC(C)(C)N2C(=O)C3(SCC(=O)N3c3ccc(O)cc3)c3cc(C)cc1c32 (stereo not drawn),82.6,-4.6
COc1cc(OC)cc(C(=O)Nc2ncc3c(n2)CC(C)CC3=O)c1 (stereo not drawn),106.2,7.4
Cc1cccc(C)c1NC(=O)C1(N(Cc2ccco2)C(=O)c2ccccn2)CCCC1,106.5,-0.3
O=C(COC(=O)CNC(=O)C1CCCCC1)Nc1ccc(Cl)cn1,104.5,11.8
CCOC(=O)N1CCC(NC(=O)CCS(=O)(=O)c2ccc3c(c2)CCN3C(C)=O)CC1,104.0,1.8
O=C(Nc1ccccc1Cl)c1ccc(-n2cnnn2)cc1,/,-2.3
O=C(CSc1nnnn1C1CCCC1)Nc1ccc2c(c1)OCCO2,92.6,-0.7
COC(=O)C1CCN(C(=O)N2CCOCC2)CC1,98.3,-0.8
Cc1ccc2c(c1)C1OCCC1C1N2C(=O)C2C(C(=O)O)C3C=CC21O3 (stereo not drawn),71.5,6.3
CC1CN(S(=O)(=O)c2cccc3cnccc23)CCN1 (stereo not drawn),93.7,/
COc1ccc2c(C)cc(=O)oc2c1I,/,5.9
O=C1C(NC2CCCCC2)=C(N2CCCCC2)C(=O)c2ccccc21,/,9.4
CCOC(=O)C1CCN(c2c(N(C)Cc3ccco3)c(=O)c2=O)CC1,95.1,3.1
Cc1ccc(C)c(CSc2nnc(-c3cccnc3)o2)c1,98.7,-4.4
Cc1c(C(=O)NN(c2ccccc2)c2ccccc2)cccc1[N+](=O)[O-],/,-4.8
CCCCCn1c(=NC(=O)c2ccco2)c(C(=O)OCC)cc2c(=O)n3ccccc3nc21,345.3,3.1
CCOC(=O)C1=C(C)NC(C)=C(C(=O)OCC)C1,100.5,2.9
CCOc1ccccc1N(CC(=O)Nc1ccccc1Br)S(=O)(=O)c1ccccc1,/,-16.0
Cc1ccc(OCc2nnc(NC(=O)c3ccccc3C)s2)c(C)c1,/,6.9

# Some of these compounds in order of the HePTP inhibitor value, rising.
SMILES,BAP1 block,HePTP inhibitor
Cc1c(C(=O)NN(c2ccccc2)c2ccccc2)cccc1[N+](=O)[O-],/,-4.8
O=C(Nc1ccccc1Cl)c1ccc(-n2cnnn2)cc1,/,-2.3
CCOC(=O)C1CCN(c2c(N(C)Cc3ccco3)c(=O)c2=O)CC1,95.1,3.1

# (next part)
SMILES,BAP1 block,HePTP inhibitor
CC(=O)CC(=O)Nc1ccc(OCc2ccccc2)cc1,/,-1.4
CC(=O)c1c(Cl)nc2ccc(Cl)cc2c1-c1ccccc1,71.4,/
Cc1cccc(OCC(=O)Nc2ccc(Cl)c(Cl)c2)c1C,/,-11.9
COc1ccc2[nH]c3c(N4CCN(Cc5ccc6c(c5)OCO6)CC4)ncnc3c2c1,116.4,11.3
O=C1c2c(O)cc(O)cc2OC(c2ccc(O)c(O)c2)C1O (stereo not drawn),98.5,/
CC(C)OC(=O)CSc1nnc(-c2ccncc2)n1N,/,0.0
Cc1cccc(N2C(=O)C(O)=C(C(=O)/C=C/c3ccccc3)C2c2ccc(N(C)C)cc2)c1 (stereo not drawn),/,8.6
CSc1nc2cc(S(=O)(=O)N3CCOCC3)ccc2s1,76.7,9.6
Cc1cc(C)nc(SCc2nnc(SCC(=O)Nc3ccc(C)c(C)c3)n2Cc2ccco2)n1,101.7,9.0
CC1=C(C(=O)OC2CCCC2)C(c2ccc(Br)cc2)NC(=O)N1 (stereo not drawn),/,-16.0
CCOC(=O)c1c(N)sc(C(=O)Nc2ccccc2F)c1C,/,6.9
O=C(Nc1nc(C23CC4CC(CC(C4)C2)C3)cs1)C(=O)NC1CC1,/,-2.4
CCC(=O)Nc1c(C)nn(C(=O)CC)c1C,96.5,1.3
Cc1ccccc1NC(=O)/C(=C/c1ccc(Br)cc1)NC(=O)c1ccccc1,/,-19.8
COc1cccc(NC(=O)CSc2nc3ccc(OC)cc3[nH]2)c1,/,3.5
NC(=O)c1c(N)sc(=S)n1CC1CCCO1 (stereo not drawn),65.2,4.2
CCOc1ccc2ccccc2c1/C=N/n1cncn1,99.7,3.3
O=C(Nc1ccc(-c2nc3ccccc3[nH]2)cc1)c1ccco1,88.0&120.6,6.6
Cc1csc(NC(=O)c2nc3nc(C)cc(C)n3n2)n1,104.6,-9.0
O=C(O)CSC1c2ccccc2C(=O)N1Cc1ccccc1 (stereo not drawn),/,12.9
CC12CCC(C(=O)NCC3CCCO3)(OC1=O)C2(C)C (stereo not drawn),110.2,-3.9
CC(C)Oc1ccc(CNC2CCOC(C)(C)C2)cc1 (stereo not drawn),101.4,14.2
Cc1c(Cl)cccc1NC(=O)/C(C#N)=C/c1ccc(N2CCOCC2)o1,/,-3.0
C/C(=N\NS(=O)(=O)c1ccc([N+](=O)[O-])cc1)c1ccc(NC(=O)c2ccco2)cc1,/,2.1
NC(=O)NC(c1ccc(Cl)cc1)c1ccc(Cl)cc1,/,4.3

# The listing continues.
SMILES,BAP1 block,HePTP inhibitor
Cc1c(NC(=S)Nc2ccc(Cl)cc2)c(=O)n(-c2ccccc2)n1C,/,4.8
Cc1nc(-c2ccc(S(=O)(=O)N3CCCCCC3)cc2)cs1,94.0,-9.5
Nc1ncnc2c1ncn2C1CCCO1 (stereo not drawn),102.3,/
c1ccc(OCCCN2CCCC2)cc1,/,-8.5
O=C(CSc1nnnn1-c1cccnc1)NCc1cccs1,95.6,7.7
COc1cc(NS(=O)(=O)c2ccc(NC(=S)NC(=O)/C=C/c3ccc(F)cc3)cc2)ncn1,/,2.5
O=C(CSc1nc2c(c(C(F)(F)F)n1)CCc1ccccc1-2)NCc1ccco1,/,5.3
Cc1noc(C)c1COc1cccc(C(=O)Oc2ccc3c(c2)OCO3)c1,64.1,3.5
CCCc1ccc(OCC(=O)O)cc1,90.3,3.6
Cc1nc(-c2ccc3c(c2)OCO3)cs1,/,-9.2
Cc1cc(C)n(-c2nc3ccccc3nc2N2CCN(C(=O)c3ccc(F)cc3)CC2)n1,102.7,10.2
O=C1C(=O)N(c2nccs2)C(c2ccccc2Cl)/C1=C(\O)c1ccc(F)cc1 (stereo not drawn),64.8,/
N#Cc1c2n(c3c(=O)n(Cc4ccccc4)cnc13)CCCC2,81.2,9.5
COC(=O)CN1C(=O)C(=Cc2ccncc2)SC1=S,/,1.4
COc1ccc(CCNC(=O)c2cccc(F)c2)cc1,/,-13.2
COc1ccc(S(=O)(=O)N(CCCN2CCCC2=O)Cc2cc3cc(C)c(C)cc3[nH]c2=O)cc1,82.3,8.2
O=C(NCc1ccco1)c1nn(-c2ccccc2)c(=O)c2ccccc12,107.1,2.5
c1nc(N2CCC3(CC2)OCCO3)c2[nH]cnc2n1,80.5,/
COc1ccc(Nc2nnc(Cc3ccccc3)c(=O)[nH]2)c(OC)c1,/,11.7
CCOC(=O)c1cc2c(=O)n3ccccc3nc2n(Cc2ccc(Cl)cc2)c1=N,/,-7.7
O=C(CN(CCc1ccccc1)S(=O)(=O)c1ccccc1)Nc1ccc(Br)cc1,/,-8.2
COc1cc(CO)cc(-c2cc(CO)cc(OC)c2OC)c1OC,109.3,12.8
Cc1c(NC(=O)c2ccco2)cccc1[N+](=O)[O-],/,-9.0
O=C(CN1C(=O)C2CC=CCC2C1=O)OCCN1C(=O)c2ccccc2C1=O (stereo not drawn),122.4,5.5
Cc1ccc(/C=N/Nc2ccccn2)cc1,/,-10.3

# Already shown: entries from further up.
SMILES,BAP1 block,HePTP inhibitor
CCCc1ccc(OCC(=O)O)cc1,90.3,3.6
Cc1nc(-c2ccc3c(c2)OCO3)cs1,/,-9.2
Cc1cc(C)n(-c2nc3ccccc3nc2N2CCN(C(=O)c3ccc(F)cc3)CC2)n1,102.7,10.2
O=C1C(=O)N(c2nccs2)C(c2ccccc2Cl)/C1=C(\O)c1ccc(F)cc1 (stereo not drawn),64.8,/
N#Cc1c2n(c3c(=O)n(Cc4ccccc4)cnc13)CCCC2,81.2,9.5
COC(=O)CN1C(=O)C(=Cc2ccncc2)SC1=S,/,1.4

# New compounds follow:
SMILES,BAP1 block,HePTP inhibitor
COc1cc(C(=O)Nc2cccc(S(N)(=O)=O)c2)ccc1OCc1ccc(Cl)cc1,/,-8.3
Cc1ccc(NC(=O)c2ccccc2[N+](=O)[O-])c(C)c1,/,11.8
COc1cc(/C=C2\SC(=S)N(C(Cc3ccccc3)C(=O)O)C2=O)ccc1O (stereo not drawn),/,-16.5
COc1ccc(/C=C2\SC(=S)N(NC(=O)c3ccccc3Br)C2=O)cc1,/,-6.4
COc1c(-c2cc(-c3ccccc3)n[nH]2)c(O)c(OC)c2occc12,/,-12.7
O=C(CSCc1ccccc1)Nc1ccccc1Cl,/,-8.9
CCCc1cc(=O)[nH]c(SCCOc2ccc(Cl)cc2)n1,87.8,1.6
Cn1ccnc1C(O)(c1nnc(-c2ccccc2)o1)C(F)(F)F (stereo not drawn),105.5,-10.7
CCOc1ccc(-c2nc(S(=O)(=O)c3ccccc3)c(NCc3cccnc3)o2)cc1,96.8,-3.3
COc1cccc(C2=NN(C(=O)c3ccncc3)C(O)(C(F)(F)F)C2)c1 (stereo not drawn),/,4.3
Cc1ccc(C(NC(N)=O)c2ccccc2C)cc1 (stereo not drawn),/,5.1
CCOC(=O)C1=C(C)Nc2nc(SCC(=O)OC)nn2C1c1cc(F)cc(F)c1 (stereo not drawn),103.2,-7.8
C(=C\c1nc(-c2cccnc2)no1)/c1ccccc1,/,2.9
CC(C)(C)C(=O)CC(=O)c1ccccc1,/,-12.7
O=C(Nc1ccccc1C(F)(F)F)c1ccc(-c2ccc(Cl)cc2Cl)o1,/,-9.3
Cn1c(=O)c2c(nc(NC3CCCCC3)n2Cc2ccc(F)cc2)n(C)c1=O,75.0,/
C=CCSC1=C(C#N)C(c2ccccc2C)CC(=O)N1 (stereo not drawn),110.7,2.9
COc1ccc(/C=C(\C(=O)c2ccccc2)c2nc3ccccc3s2)cc1,/,-7.4
Nc1n[nH]c(-c2ccccc2)c1-c1ccccc1,85.9,-5.4
CN(C)C(CNc1nnnn1-c1ccccc1)c1ccco1 (stereo not drawn),119.0,1.5
CCN(CC)CCNC(=O)CCc1nn(C)c(=O)c2ccccc12,99.1,7.1
CCOC(=O)C(=C/C=C1/Sc2ccccc2N1C)C(=O)OCC,/,5.4
CCN(CC)S(=O)(=O)c1ccc(Cl)c(C(=O)Oc2cccnc2)c1,105.3,3.6
O=C(Nc1ccc(NC(=O)c2ccc(Cl)cc2Cl)c(Cl)c1)c1ccccc1,/,9.2
CCOC(=O)NC(Nc1cccc(F)c1)(C(F)(F)F)C(F)(F)F,/,-0.8

# (more compounds)
SMILES,BAP1 block,HePTP inhibitor
Cc1ccc(C)c(N(CC(=O)NC2CCCCC2)C(=O)CCC(=O)Nc2ccccn2)c1,105.2,4.1
N/C(=N/c1nc2ccccc2o1)NC(=O)c1ccccc1[N+](=O)[O-],/,2.9
Cc1onc(-c2ccccc2Cl)c1C(=O)Nc1ccc(-c2nnc3n2CCCCC3)cc1,123.3,5.3
Cc1nnc(SCCCn2c(N3CCCCC3)nc3c2c(=O)[nH]c(=O)n3C)s1,96.7,0.9
CCCOc1ccccc1C1NC(=O)NC(C)=C1C(=O)OCC1CCCCC1 (stereo not drawn),67.5,/
CCCCS(=O)(=O)Nc1ccc2ncn(C)c(=O)c2c1,61.4,5.3
NC(=O)c1ccccc1NC(=O)c1cc2ccccc2oc1=O,/,-4.8
CC(C)(C)NC(=O)CSc1nc(O)cc(=O)n1-c1ccccc1,/,-4.0
CC(=O)N1C(=O)c2cccc3cccc1c23,101.8,10.7
O=C(NCCCCNC(=O)C1CCCC1)C1CCCC1,106.3,-2.8
O=C1C(C=NCc2ccccn2)=C(O)c2ccccc21,100.7,-2.1
COc1cc(C)c(C(N)=O)c(OC)n1,96.0,6.5
COc1ccc(NC(=O)NC(C(F)(F)F)C(F)(F)F)cc1,100.9,9.5
Cc1nn2cnc3sc4c(c3c2nc1=O)CCCC4,133.3,4.3
Cc1csc(NC(=O)C2CCCN2C(=O)Oc2ccccc2)n1 (stereo not drawn),98.5,2.8
O=C(COc1ccccc1)Nc1nc(-c2cccs2)cs1,92.6,4.3
CCOc1ccc(-c2nc(-c3ccc(F)cc3)no2)cc1,/,12.0
CCC(=O)N1CCN(c2ccc(C(C)=O)cc2F)CC1,/,0.5
O=C(c1ccccc1F)N1CCN(c2cc(N3CCOCC3)c(F)cc2[N+](=O)[O-])CC1,/,2.0
CN(C)c1ccc(C2/C(=C(/O)c3ccccc3)C(=O)C(=O)N2Cc2ccccc2)cc1 (stereo not drawn),/,5.6
COc1cc(NC(=O)c2nccnc2C(=O)O)cc(OC)c1,96.7,-2.1
CC(NS(=O)(=O)c1ccc(Cl)cc1)C(c1cccs1)N1CCN(C)CC1 (stereo not drawn),106.8,/
Cc1ccc(C)c2[nH]c(=O)c(CCNC(=O)CC(C)C)cc12,73.2,6.8
Cc1ccc(C2(C)N(O)C(C)C(c3ccccc3)=[N+]2[O-])o1 (stereo not drawn),/,-10.4
COC(=O)CCN(C)CCC(=O)OC,67.4,-5.6
O=c1cc(Nc2ccc3c(c2)OCCO3)[nH]c(=O)n1Cc1ccc(F)cc1,88.6,-8.6

# Four of the compounds above, with values ahead of the structure:
BAP1 block | HePTP inhibitor | structure
65.2 | 4.2 | NC(=O)c1c(N)sc(=S)n1CC1CCCO1 (stereo not drawn)
92.6 | -0.7 | O=C(CSc1nnnn1C1CCCC1)Nc1ccc2c(c1)OCCO2
/ | 2.0 | O=C(c1ccccc1F)N1CCN(c2cc(N3CCOCC3)c(F)cc2[N+](=O)[O-])CC1
122.4 | 5.5 | O=C(CN1C(=O)C2CC=CCC2C1=O)OCCN1C(=O)c2ccccc2C1=O (stereo not drawn)
